NCI-60 one-dose screen, 48 h, at 10 µM unless noted. Numbers give growth in % (100 = growth as untreated, 0 = no growth, -100 = all killed).
HT29: HT29 colon cancer; 81,000 tested, 7.4% active
DU-145: DU-145 prostate cancer | 81,000 tested, 4.2% active | AID 1794760
SNB-19: SNB-19 CNS cancer cells; 81,000 tested, 2.5% active
SW-620: SW-620 colon cancer; 82,000 tested, 5.2% active; AID 1794795
HCC-2998: HCC-2998 colon cancer; 79,000 tested, 4.7% active; AID 1794799
SNB-75: SNB-75 CNS cancer. 79,000 tested, 5% active. AID 1794750
SF-539: SF-539 CNS cancer | 81,000 tested, 6.8% active
PC-3: PC-3 prostate cancer cells; 80,000 tested, 3.9% active; AID 1794754
KM12: KM12 colon cancer cells | 82,000 tested, 5% active
* marks the source's active call; other numbers are inactive results; nt = no result given; & = joins results of further samples. How the source made its calls: active means growth percent below 10; inactive means the rest.

Compound	HT29	DU-145	SNB-19	SW-620	HCC-2998	SNB-75	SF-539	PC-3	KM12
CC1=NN(c2cn3c(-c4ccc(C)cc4)csc3n2)C(=O)C1	117.5	113.2	100.5	105.3	102.9	79.1	102.4	75.3	104.1
CC(C)c1ccc(C2=C/C(=C\c3ccc(F)cc3)C(=O)N2CCc2ccc(S(N)(=O)=O)cc2)cc1	114.7	108.6	97.3	103.2	117.2	96.9	94.2	98.6	102.6
COc1cc2c(c(OC)c1OC)CCC(c1cccc(NC(=O)c3ccccc3)c1)O2 (centres undefined)	81.8	94.3	97.4	101.3	102.6	121.5	109.4	70.4	87.8
COc1ccc(/C=C/C(=O)c2c(C)nc3ccccc3c2/C=C/c2ccccc2)c(OC)c1	62.9	90.4	92.9	80.5	92.1	81.5	100.1	75.9	87.4
O=C1CC(c2cccs2)c2sccc2N1 (centres undefined)	99.8	107.9	98.9	97.6	102.9	95.6	97.9	93.2	99.2
CC(=O)Oc1ccccc1C(=O)Nc1ccc(C(=O)/C=C/c2ccccc2)cc1	119.3	112.6	103.1	107.9	109.4	107.5	103.6	121.9	104.6
COc1ccc(Cn2cc3c(c2)-c2[nH]c(=O)ncc2CC3)cc1	115.0	125.4	111.4	106.3	77.9	85.9	100.0	nt	105.3
CCCCNC(=O)CCCNc1ncnc2c1ncn2-c1ccccc1	100.1	110.9	93.4	97.6	105.6	79.8	96.0	76.7	100.0
COc1ccc(S(=O)(=O)NCCNc2nccc(-c3c(-c4ccc(F)cc4)nc4sccn34)n2)cc1	39.5	62.9	91.5	74.7	100.9	nt	90.7	74.2	23.2
Cc1ccc(-c2c3c(nc4c2c(C)nn4-c2ccccc2)NC(c2ccc(C)cc2)NC3)cc1 (centres undefined)	97.1	108.4	111.8	108.6	109.8	86.6	107.7	83.3	97.4
NS(=O)(=O)c1ccc(-n2c(-c3ccccc3)nc(/C=C3\C=Nc4ccccc43)c2O)cc1	113.6	108.8	88.0	102.6	108.2	87.8	101.2	105.7	98.3
CN1C(=O)C2(Nc3cc(Cl)ccc3S2)c2cc(Cl)ccc21 (centres undefined)	100.7	104.4	97.2	94.0	93.5	69.2	106.5	73.7	99.0
Clc1ccc(Cn2c(-c3cccs3)nc3ccccc32)cc1	80.5	104.5	96.2	83.1	89.7	59.9	91.3	61.2	83.1
CN(C)CC(O)c1ccc2cc(Br)c3ccccc3c2c1 (centres undefined)	22.0	70.7	64.7	63.7	25.8	41.8	65.9	49.0	48.6
COc1ccc2nc(-c3ccc(-c4noc(-c5ccc(F)cc5)n4)cc3)[nH]c2c1	nt	76.6	94.7	92.0	97.1	87.5	82.1	88.8	78.3
c1ccc(Cc2nnc3sc(C4COc5ccccc5O4)nn23)cc1 (centres undefined)	113.0	107.0	94.3	96.3	99.2	100.7	99.2	97.4	106.7
O=C(Nc1ncc(Cc2ccc(Cl)cc2)s1)c1ccc2c(c1)OCCO2	7.7*	16.6	43.4	35.4	23.2	23.0	-5.0*	30.3	12.7
CC(CO)NC(Cc1ccccc1)c1ccccc1 (centres undefined)	95.7	109.1	99.2	98.3	107.3	87.0	100.0	95.0	97.1
Cc1c(C(N)=O)sc2nc(SCc3nnc(-c4ccc(Cl)cc4)o3)n(Cc3ccccc3)c(=O)c12	96.6	109.2	108.2	104.6	115.4	90.7	99.1	98.6	102.1
CCOP(=O)(OCCCl)c1nc(-c2ccc(C)cc2)oc1NCc1ccccc1 (centres undefined)	81.7	96.0	65.8	86.5	94.6	69.9	87.2	44.4	77.6

3 entries from above in a different format:
CCCCNC(=O)CCCNc1ncnc2c1ncn2-c1ccccc1
  HT29: 100.1
  DU-145: 110.9
  SNB-19: 93.4
  SW-620: 97.6
  HCC-2998: 105.6
  SNB-75: 79.8
  SF-539: 96.0
  PC-3: 76.7
  KM12: 100.0
COc1ccc(S(=O)(=O)NCCNc2nccc(-c3c(-c4ccc(F)cc4)nc4sccn34)n2)cc1
  HT29: 39.5
  DU-145: 62.9
  SNB-19: 91.5
  SW-620: 74.7
  HCC-2998: 100.9
  SNB-75: nt
  SF-539: 90.7
  PC-3: 74.2
  KM12: 23.2
Cc1ccc(-c2c3c(nc4c2c(C)nn4-c2ccccc2)NC(c2ccc(C)cc2)NC3)cc1 (centres undefined)
  HT29: 97.1
  DU-145: 108.4
  SNB-19: 111.8
  SW-620: 108.6
  HCC-2998: 109.8
  SNB-75: 86.6
  SF-539: 107.7
  PC-3: 83.3
  KM12: 97.4

Continued:
Compound	HT29	DU-145	SNB-19	SW-620	HCC-2998	SNB-75	SF-539	PC-3	KM12
C=CCn1c(SCC(=O)Nc2ccc(OC)cc2)nnc1-c1cc(-c2ccc(S(C)(=O)=O)cc2)nc2ccccc12	91.4	97.8	83.8	89.4	105.8	64.4	87.9	71.9	98.0
CN(C)C1c2cc3ccccc3nc2-c2ccccc2C1(C)C (centres undefined)	97.9	105.9	94.1	101.3	104.3	93.5	108.5	82.4	98.3
O=C(CN1CCCCC1)Nc1nc(-c2cc3ccccc3oc2=O)cs1	100.5	106.1	100.0	99.2	104.0	82.4	103.4	97.8	99.9
COc1ccc(C2CC(c3ccc4ccccc4c3)=NN2/C=C2\SC(=S)N(NC(=O)Cc3ccccc3Nc3c(Cl)cccc3Cl)C2=O)cc1 (centres undefined)	32.3	12.2	32.0	22.6	31.2	-15.7*	-16.9*	nt	16.0
CCOc1ccc(N=Nc2sc(=O)[nH]c2S)cc1	98.9	105.4	95.9	102.1	106.7	nt	104.0	88.5	98.9
CC12CCC(C(=O)CC1=O)C2(C)C (centres undefined)	109.3&107.5	107.8&110.2	105.1&106.9	108.6&105.1	98.5&108.2	95.1&87.5	112.0&107.1	103.6&97.2	101.3&108.3
CCN(CC)CCN(C(=O)Oc1ccccc1)c1ccccc1	100.8	98.7	111.3	99.2	101.2	95.8	105.7	86.9	86.8
CC(=O)c1ccc(OC(=O)c2cc(-c3ccc(S(C)(=O)=O)cc3)nc3ccccc23)cc1	104.0	110.2	94.6	96.5	116.3	51.4	99.9	90.6	102.6
NS(=O)(=O)c1ccc(-n2nc(-c3ccccc3)ccc2=O)cc1	112.1	109.1	100.9	108.5	107.9	113.9	95.3	96.2	99.6
Cc1cc(C)c2c(n1)sc1c2[nH]c(=O)c2nnn(-c3ccccc3)c21	102.6	112.0	102.3	106.0	98.3	92.8	102.9	94.4	103.8
CN(C)C=C(S(C)(=O)=O)S(C)(=O)=O	101.7	105.8	103.1	98.6	99.9	92.7	95.5	97.0	108.4
CCCCC(C=O)(C=C=C(C)C)CC (centres undefined)	109.4	113.4	101.8	105.9	109.0	87.3	98.0	92.6	108.8
CCOC(=O)c1c(C)nc2c(c1N)CC(=O)N2Cc1ccc(C)cc1	96.1	104.2	98.7	105.4	99.1	85.9	98.9	73.1	98.0
CC(=O)OC1CCC2(C)C(CCC3C2C/C(=N\O)C2(C)C(C(C)OC(C)=O)CCC32)C1 (centres undefined)	nt	108.2	97.5	100.0	109.7	89.8	97.0	81.8	101.1
CC1(C)CC(C(=O)O)C(=O)O1 (centres undefined)	102.0	118.6	108.3	116.1	nt	90.8	101.3	101.7	105.8
O=C1C=CC2(NN=C(c3ccccc3)N2c2cccc(Cl)c2)C(Cl)=C1 (centres undefined)	87.8	102.9	94.3	90.2	104.8	82.0	96.8	58.3	78.1
O=C(CC(=O)c1cccc(Cl)c1)c1cccc(Cl)c1	34.7	42.6	31.3	30.7	35.0	75.3	41.4	33.3	41.9
CN1CCN(c2ccc(Nc3nc(NCCNS(=O)(=O)c4ccc(F)cc4)c4sccc4n3)cc2)CC1	82.7	100.2	100.7	95.6	109.3	85.4	90.2	79.6	99.6
COc1cc2oc(-c3cccc(NC(=O)Nc4ccccc4Br)c3)cc(=O)c2c(OC)c1OC	100.3	94.3	88.6	106.2	100.4	74.2	92.6	77.1	90.8
Cc1cc(C)n(/N=C/c2ccco2)c(=O)c1C#N	107.7	115.8	106.2	105.5	94.7	106.8	110.7	92.1	116.1

Additional entries:
Values run as follows: HT29	DU-145	SNB-19	SW-620	HCC-2998	SNB-75	SF-539	PC-3	KM12
- CCCCCCNC(=O)Oc1ccc(/C(=C(/C)c2ccc(OC)cc2)c2ccc(OCCN3CCCCCC3)cc2)cc1
    -34.0*	47.8	39.2	-41.4*	24.4	76.8	-59.0*	24.5	16.7
- O=C1/C(=C/c2ccccc2)CC/C1=C\c1ccccc1
    94.8	120.6	103.8	113.2	110.3	108.8	107.5	104.3	107.7
- COc1ccc(NC(=O)Cc2ccc(N=C(N)N=C(N)N)cc2)cc1
    105.9	104.7	101.7	101.6	106.7	86.3	103.4	98.7	102.7
- O=[N+]([O-])c1ccc2c(c1)/C(=N/O)c1ccccc1-2
    94.9	104.1	88.5	98.5	100.5	84.9	94.7	92.4	90.9
- O=C(O)c1ccc(NC2=C(I)C(=O)c3ncccc3C2=O)cc1
    117.1	107.1	104.2	94.4	105.6	98.6	104.5	91.4	109.3
- Cc1c(N)cc2c(c1N)C(C)(C)CC2(C)C
    106.1	119.6	100.4	114.7	nt	98.7	107.3	98.9	113.9
- CCOC(=O)C(C(=O)OCC)C(C)CC (centres undefined)
    105.6&106.6&98.7	98.5&109.2&106.7	106.2&95.1&105.3	106.3&104.0	113.5&103.2&104.7	70.5&82.4&86.5	99.8&99.5&101.9	98.2&91.5&92.1	111.9&111.3&106.5
- O=C1OCC2=C1C(c1cccc(F)c1)c1cc3c(cc1N2CCO)OCO3 (centres undefined)
    5.8*	30.5	32.9	15.8	77.0	16.9	2.8*	25.1	25.3
- Cc1nc2ccccc2n1C(=O)C[C@@H]1NC(=O)NC1=O
    104.3	114.0	95.6	104.5	102.7	78.5	96.0	103.7	100.6
- CS(=O)(=O)c1cc(=O)[nH]c(=O)[nH]1
    109.1	111.8	99.4	97.1	103.4	99.2	94.2	98.8	103.8
- COc1ccc(/C=C/C(=O)Oc2ccc(/C=C/c3cc(OC(=O)/C=C/c4ccc(OC)c(OC)c4)cc(OC(=O)/C=C/c4ccc(OC)c(OC)c4)c3)cc2)cc1OC
    86.0	101.3	90.4	97.0	103.0	73.8	93.4	74.8	96.9
- COc1ccc(/C(=N\N=C(N)N)c2ccc(Cl)cc2)cc1OC
    54.9	90.3	72.9	73.6	69.8	46.2	83.0	44.0	61.5
- COc1ccc(/C=C/C(=O)n2nc(-c3ccccc3)nc2-c2ccccc2)cc1
    108.1	116.5	103.5	100.5	113.9	86.7	98.9	94.9	100.4
- CCOC(=O)CC[C@H](NC(=O)c1ccc(N)c2ccccc12)C(=O)OCC
    94.3	105.0	94.6	102.6	98.1	95.0	106.5	83.9	100.5
- COc1cc(-c2nc3cc4nc5ccccc5[nH]c4cc3n2)ccc1O
    92.1	83.0	81.2	74.5	100.1	76.3	85.1	72.7	72.8
- CCC(C)C1NC(=O)C(NC(=O)c2c3nc4c(C(=O)NC5C(=O)NC(C(C)CC)C(=O)N6CCCC6C(=O)N(C)CC(=O)N(C)C(C(C)C)C(=O)OC5C)ccc(C)c4oc-3c(C)c(=O)c2N)C(C)OC(=O)C(C(C)C)N(C)C(=O)CN(C)C(=O)C2CCCN2C1=O (centres undefined)
    0.2*	15.5	4.3*	-20.8*	nt	-87.2*	-36.9*	-3.8*	-25.6*
- O=C(Nc1ccc(F)cc1)Nc1ccc(Br)c(C(F)(F)F)c1
    6.6*	22.3	19.8	19.8	11.8	22.2	19.9	4.7*	13.8
